Bioassay records: PubChem, several laboratories
SDO1 yeast rescue – compounds rescuing growth of sdo1-depleted yeast, bone marrow failure model; S. cerevisiae sdo1-depleted JHY4D growth rescue, OD600 30 h; hits give high values; pdr5 snq2 efflux-pump mutant strain; z-score at 10 µM; 140,000 tested, 0.21% active;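 active = z-score above 3 at both the 24 hr and the 30 hr optical density reads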;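 also: z-score against mean and SD of all compound wells on the same plate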
Insulin prom inh – TRM-6 insulin promoter activity inhibition; TRM-6 cells (human fetal islet line), insulin promoter-eGFP reporter, imaging; reporter expression induced with tamoxifen; inhibition, % at 2 µM; 130,000 tested, 0.9% active;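 active = inhibition above the mean plus 3 SD, with well images judged a real hit on visual review, cut at about 60% in these data, passing the limit was not always enough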
SDO1 yeast rescue Rescue 24 h – recorded beside SDO1 yeast rescue, whose call it bears; z-score; S. cerevisiae sdo1-depleted JHY4D growth rescue, OD600; measured here: growth rescue at 24 h;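 0 is the plate mean of compound wells and units are plate SD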
Active calls of the source: *; · = not tested or not shown; & = joins results of further samples. Outcome played no part in choosing rows (roughly 0.91% active in at least one column).

The first six records as a preview:
SDO1 yeast rescue Rescue 24 h	Insulin prom inh	SDO1 yeast rescue	Compound
·	-9	·	O=C(COC(=O)Cc1ccc(F)cc1)NCc1ccco1
2.2	·	1.9	COc1cc(NC(=O)C2CCC(CNc3c(N4CCCCC4)c(=O)c3=O)CC2)cc(OC)c1 (stereo not given)
-0.59	-47	-0.71	CCCc1nnc(N2C(=O)c3cccc4cccc(c34)C2=O)s1
-1.4	-16	-1.6	Cc1csc(SCC(=O)Nc2sc3c(c2C#N)CCC3)n1
-1.3	·	-2.2	CCCc1ccc(OCC(O)CN2CCN(c3ccccc3)CC2)cc1 (stereo not given)
-0.57	21	-0.13	CC1(C)CC(=O)N(c2ccccc2)C1(C)O (stereo not given)

This part in full, from the first entry:
SDO1 yeast rescue Rescue 24 h	Insulin prom inh	SDO1 yeast rescue	Compound
·	-9	·	O=C(COC(=O)Cc1ccc(F)cc1)NCc1ccco1
2.2	·	1.9	COc1cc(NC(=O)C2CCC(CNc3c(N4CCCCC4)c(=O)c3=O)CC2)cc(OC)c1 (stereo not given)
-0.59	-47	-0.71	CCCc1nnc(N2C(=O)c3cccc4cccc(c34)C2=O)s1
-1.4	-16	-1.6	Cc1csc(SCC(=O)Nc2sc3c(c2C#N)CCC3)n1
-1.3	·	-2.2	CCCc1ccc(OCC(O)CN2CCN(c3ccccc3)CC2)cc1 (stereo not given)
-0.57	21	-0.13	CC1(C)CC(=O)N(c2ccccc2)C1(C)O (stereo not given)
0.65	·	0.66	C=CCn1c(SCC(=O)C(C)(C)C)nnc1-c1cccs1
0.39	7	-0.43	COc1ccc(-n2c(=S)[nH]c3cc(C(=O)Nc4ccccc4OC)ccc3c2=O)cc1
-0.29	-41	-0.13	CC(Sc1nnc(Cc2cccs2)n1C1CCCCC1)C(N)=O (stereo not given)
-0.31	-90	-0.14	CCC(C)NC(=O)Nc1ccccc1F (stereo not given)
2.2	43	1.8	CN(c1ccc(C(=O)NCc2ccco2)cc1)S(C)(=O)=O
-0.9	23	-0.85	COc1cccc(-c2nnc(SCc3cccnc3)o2)c1
-1.5	-30	-1.5	CCCCCn1cnc2sc(-c3ccccc3)cc2c1=O
4.3*	-30	4.7*	COc1cccc(C(=O)Nc2cccc(-c3nnc(-c4ccco4)o3)c2)c1
0.5	·	1.5	Cc1cc2c(c(=O)n1Cc1ccccn1)C(c1ccc3c(c1)OCO3)C(C#N)=C(N)O2 (stereo not given)
-0.58	43	0.28	COc1ccc2[nH]c(=O)c(CN(CCCN(C)C)C(=O)Nc3ccccc3)cc2c1
·	-77	·	Cc1c(-c2ccccc2)n[nH]c1C(=O)NN
-0.52	22	-0.32	COc1cc(S(=O)(=O)n2ccc(C)n2)c(OC)cc1Cl
1.4	-6	0.89	CCCCn1c(SCC(=O)Nc2ccc3c(c2)CCC3)nc2ccccc2c1=O
-1.1	·	-1.5	Cc1noc(C)c1CSc1nc2ccccc2n1CCc1ccccc1
0.07	·	0.38	O=c1c2ccccc2cnn1Cc1n[nH]c(=S)n1-c1ccccc1
0.4	21	0.92	COc1cccc(C(C2=C(O)CC(C)(C)CC2=O)C2C(=O)CC(C)(C)CC2=O)c1 (stereo not given)
2.5	44	1.8	CCSc1nnc(C)c2ccccc12
1.3	23	0.8	O=c1c2ccccc2cnn1CCOc1ccccc1
-0.24	-17	0.89	O=C(C1CCN(S(=O)(=O)c2cccnc2)CC1)N1CCN(C2CCCC2)CC1
0.09	·	-0.12	O=C(CN1C(=O)c2ccccc2C1=O)N1CCN(C(=O)c2ccco2)CC1
-0.46	36	-0.89	Cc1cc(S(=O)(=O)NCCCN2CCOCC2)ccc1F
-0.54	·	0.18	Cc1nc2ccccn2c1C(=O)NN
-0.75	-84	-1.7	Cc1cc(Cl)cc(Cl)c1OCCOc1cccc2cccnc12
-0.6	-80	-0.38	O=C(CSc1nnc(Nc2ccccc2F)s1)c1cc2ccccc2o1
-0.13	·	-0.19	COc1ccc(CN(C(=O)c2nsc(Cl)c2Cl)C(C(=O)NC2CCCC2)c2ccc(OC)cc2)cc1 (stereo not given)
1.5	-14	1.9	COC(=O)c1cn(C(=O)c2ccccc2F)nc1N
0.07	-127	0.12	CC(C)(C)NC(=O)C(=O)NNC(=O)COc1ccccc1
0.13	-46	0.32	CCn1c(SCc2ccc(F)cc2)nnc1C1CCN(S(=O)(=O)c2ccc(OC)cc2)CC1
-1.2	26	-1.3	c1ccc(C(c2ccccc2)c2nc(-c3cccnc3)no2)cc1
-1.2	·	-0.83	COc1cnc(-c2ccccc2)nc1Oc1ccccc1C
·	-67	·	CS(=O)(=O)c1cnc(-c2ccccc2)nc1-c1ccc(Cl)c(Cl)c1
-0.45	·	-0.07	Cc1ccc(S(=O)(=O)C2(C(=O)Nc3ccc4c(c3)OCO4)CC2)cc1
0.76&0.78	·	0.74&1.2	COc1ccc(OC)c(NC(=O)C2C3CCC(O3)C2C(=O)O)c1 (stereo not given)
-0.13	6	-1	O=C(Oc1ccc(/C=N/O)cc1)c1ccccc1
·	-60	·	CN(C)CCCNC(=S)N(Cc1cccs1)Cc1cc2cc3c(cc2[nH]c1=O)OCCO3
0.25	47	0.68	CCn1c(-c2ccco2)n[nH]c1=S
-0.18	23	0.18	C=CCn1c(SCC(=O)Nc2c(C)nn(Cc3ccccc3)c2C)nnc1C(O)c1ccccc1 (stereo not given)
-0.19	4	-0.22	Cc1cccnc1NC(=O)C1CCN(S(=O)(=O)c2cccs2)CC1
-1.4	·	-1.3	CCOC(=O)c1cc(C)n(S(=O)(=O)c2ccc(C)cc2)c1C

3 consecutive entries already listed, for reference:
SDO1 yeast rescue Rescue 24 h	Insulin prom inh	SDO1 yeast rescue	Compound
·	-9	·	O=C(COC(=O)Cc1ccc(F)cc1)NCc1ccco1
2.2	·	1.9	COc1cc(NC(=O)C2CCC(CNc3c(N4CCCCC4)c(=O)c3=O)CC2)cc(OC)c1 (stereo not given)
-0.59	-47	-0.71	CCCc1nnc(N2C(=O)c3cccc4cccc(c34)C2=O)s1

More structures:
SDO1 yeast rescue Rescue 24 h	Insulin prom inh	SDO1 yeast rescue	Compound
-0.38	13	0	Cn1c(-c2cc3c(C(F)(F)F)nn(C)c3s2)n[nH]c1=S
·	-118	·	OC(CSc1ccc(F)cc1)CN1CCN(c2ccccc2)CC1 (stereo not given)
·	-108	·	O=C(O)CCc1nnc(SCC(=O)Nc2cccc(C(F)(F)F)c2)[nH]c1=O
·	-45	·	Cc1cc(C)c2c(CC(=O)NC(C)C)coc2c1
1.1	-10	-0.35	Clc1ccc2c(c1)C=Nc1c(NCc3ccccc3)ncnc1O2
2	-2	1.6	CCN(CC)S(=O)(=O)c1ccc(C(=O)N2CCN=C2SCc2cccnc2)cc1
1	·	0.66	CCCCn1c(SCC(=O)Nc2cc(C)[nH]n2)nc2ccsc2c1=O
0.3	·	-0.15	COc1ccc(C(=O)Nc2ccc3c(c2)C(=O)c2ccccc2C3=O)cc1OC
0.34	18	0.84	Cc1ccc(S(=O)(=O)NCCCN(C)C)cc1
-0.05	-28	-0.74	COC(=O)c1c(NC(=O)Cn2cnc([N+](=O)[O-])n2)sc2c1CCC(C)C2 (stereo not given)
-1.3	19	-1.7	COc1cccc(-c2csc(N3CCN(C(=O)Nc4ccc(F)cc4)CC3)n2)c1
0.31	-9	0.58	Cc1ccc(/C(O)=C2/C(=O)C(=O)N(Cc3ccco3)C2c2cccs2)cc1 (stereo not given)
-1.5	-4	-1.8	CC(Oc1ccc2ccccc2c1)C(=O)NNC(=S)NC(=O)c1ccco1 (stereo not given)
·	44	·	COc1ccc(CSc2nc(C)cc(C)c2C#N)cc1
·	7	·	C=CCNc1nc(Nc2ccc(Cl)cc2)nc(OC)n1
-0.78	-4	0.01	COc1ccc(C)cc1NC(=O)C12CCC(C)(C(=O)O1)C2(C)C (stereo not given)
1.3	·	0.89	CCOCCCNC(=O)C1CCC(CNS(=O)(=O)c2ccc(F)cc2)CC1 (stereo not given)
0.19	0	-1.5	Cc1ccc(-c2nnc3sc(CCc4ccccc4)nn23)cc1
0.65	·	0.7	Cc1ccc(S(=O)(=O)c2ccc(Cl)cc2)cc1S(=O)(=O)N(C)CC(=O)O
1.6	·	-0.86	Cc1ccc(C(=O)N(Cc2nc(-c3ccc(C)cc3)no2)C(C)C)cc1
2	-24	2.2	O=C(Cc1ccccc1)NCC(=O)OCC(=O)c1ccc([N+](=O)[O-])cc1
-0.07	-2	-0.13	Cc1nc(SCN2C(=O)c3ccccc3C2=O)n[nH]1
2.5	·	2	Nc1c2c(nc3ccccc13)N(C1CCCCC1)CC2
-0.47	-46	-0.96	Cc1ccc(C(=O)Nc2ccccc2C(=O)N2CCCC2)cc1[N+](=O)[O-]
-0.68	39	-0.44	NC(=O)c1ncc(C(F)(F)F)cc1Oc1cccc(F)c1
1.1	·	1.9	CCOC(=O)c1c(C)[nH]c(C)c1C(=O)COC(=O)c1cccc(S(=O)(=O)NC)c1
-0.62	-14	-0.31	COc1ccccc1Cn1c(CCCO)nc2ccccc21
-1	3	-0.16	Clc1ccc2nc(CSc3nncn3-c3ccccc3)cn2c1
0.27	28	-0.06	CCCCC(=O)C1=C(N2CCCC2)CC(C)(C)CC1=O
0.44	3	0.11	CCC(C)n1ncn(-c2ccc(N3CCN(c4ccc(OC)cc4)CC3)cc2)c1=O (stereo not given)
-0.73	30	-0.84	Fc1ccc(CNC(=S)Nc2cccc(Cl)c2)cc1
2.4	29	1.9	CN1C(=O)c2ccccc2C(C(=O)NCCCN2CCCC2=O)C1c1c[nH]c2ccccc12 (stereo not given)
-0.2	·	-0.86	COc1ccc(C(=O)COC(=O)CCN2C(=O)[C@@H]3[C@H](C2=O)[C@@H]2C[C@H]3C(Br)C2Br)cc1 (stereo not given in full)
-0.91	·	-1.2	O=C(COc1ccccc1C(=O)c1cnn(-c2ccccc2)c1)Nc1ccccc1
-0.34	26	-0.73	COc1cc(C2C(C#N)=C(N)Oc3n[nH]c(C)c32)ccc1OC(=O)c1ccccc1 (stereo not given)
0.56	·	0.6	NC(=NCCc1c[nH]c2ccccc12)NS(=O)(=O)c1cc(F)ccc1F
·	56	·	O=C(c1ccccc1)N1CCN(C(=O)c2ccc3c(c2)OCCO3)CC1
-0.97	-9	-1.2	Cc1cc(C(F)F)n2ncc(C(=O)NCCc3ccccc3Cl)c2n1
-0.42	·	0.26	Cc1noc(C)c1C(=O)OCC(=O)NC1CC1
0.15	·	0.04	CCS(=O)(=O)N1CCC(c2nc(-c3ccc(C)cc3)no2)CC1
-0.82	·	-0.79	CCOC(=O)Cc1csc(NS(=O)(=O)c2ccc3c4c(cccc24)C(=O)N3CC)n1
·	29	·	CC1(C)CC(NC(=O)c2c(N)no[n+]2[O-])CC(C)(C)N1
3	·	1.5	CCOc1cc(C2CC(=O)N3CN(C4CCCCC4)CSC3=C2C#N)ccc1O (stereo not given)
1.5	-52	1.6	O=C(CO/N=C/c1ccc(OC(F)F)cc1)NCc1cccs1
0.85	-4	1.4	CCC1CCCCN1C(=O)CSc1nnc(CNC(=O)c2cc(OC)c(OC)c(OC)c2)o1 (stereo not given)
0.17	-15	0.16	CC1(C)SC(=Nc2ccccc2)N(S(=O)(=O)c2ccccc2)C1=O
-0.42	27	0.22	CC(NC(=O)c1cncc(Br)c1)c1ccc(S(N)(=O)=O)cc1 (stereo not given)
·	20	·	O=C1OCCC1Sc1nc2ccccc2c(=O)n1Cc1ccccc1 (stereo not given)
1.2	-21	1.2	CCOC(=O)Nc1sc(=S)n(C)c1C
·	7	·	CC/C(O)=C1\C(=O)CC(C)(C)CC1=NCCc1nc2ccccc2[nH]1
-0.23	41	-0.18	CC(SCc1ccccc1)C(=O)N/N=C/c1ccc2c(c1)OCO2 (stereo not given)
-1.5	·	-1.4	O=C(CSCc1ccccc1Br)N/N=C/c1ccc2c(c1)OCO2
-0.28	21	-0.14	COc1ccc(-c2cc(C(F)(F)F)n3nc(C(=O)O)cc3n2)cc1OC
·	-50	·	C/C(=C\c1ccc(C)o1)C(=O)c1c(C)cc(C)[nH]c1=O
1.1	26	-0.32	CCC(=O)N(Cc1ccco1)c1nc(-c2ccc(OC)cc2)cs1
1.3	-90	1.8	CCn1c(Cc2c(C)[nH]c3ccccc23)nnc1SCC(=O)NCc1ccco1
-0.04	-38	-0.99	COc1ccc(-c2[nH]c(-c3ccccc3)nc2SCC(=O)Nc2nccs2)cc1
·	30	·	COc1ccc(C(C)(C)C)cc1S(=O)(=O)n1ccnc1C
-1.1	·	-0.41	O=C(Cc1ccccc1)N1CCCC1c1ccccc1 (stereo not given)
-0.3	-35	0.07	CCOC(=O)CSc1nnc([C@H](C)NC(=O)OC(C)(C)C)o1

(continued)
SDO1 yeast rescue Rescue 24 h	Insulin prom inh	SDO1 yeast rescue	Compound
-0.04	14	0.08	CCOc1ccc(CCNC(=O)c2ccc(CNS(=O)(=O)c3ccccc3)cc2)cc1OCC
0.3	7	0.31	CC(C)NC(=O)CC(=O)N/N=C/c1ccc(F)cc1
-0.96	55	-1.3	Cn1c(CC2C(=O)Nc3ccc(Br)cc32)nc2ccccc2c1=O (stereo not given)
-0.45	25	0	CCOC(=O)CSc1nc(C)cc(C)n1
-1.9	·	-2.2	CC(C)c1ccc(NS(=O)(=O)c2ccc(Cl)nc2)cc1
-0.14	·	-0.06	Clc1ccc(-n2nnnc2SCc2c(-c3ccccc3)nc3sccn23)cc1
2.3	-6	1.4	Cc1sc2nc(CN3CCC(C)CC3)nc(Cl)c2c1C

Random excerpt: two entries already listed
SDO1 yeast rescue Rescue 24 h	Insulin prom inh	SDO1 yeast rescue	Compound
1.3	-90	1.8	CCn1c(Cc2c(C)[nH]c3ccccc23)nnc1SCC(=O)NCc1ccco1
-0.04	14	0.08	CCOc1ccc(CCNC(=O)c2ccc(CNS(=O)(=O)c3ccccc3)cc2)cc1OCC
